RmlC RmlD mix = RmlC and RmlD coupled enzyme inhibitors, primary screen, biochemical, 384-well, compound mixtures, retest; inhibition, % at 5.5 µM; AID 1532, 2009; 110,000 tested, 0.39% active; RmlC/RmlD coupled enzyme inhibition, 384-well mixture HTS; in the data active means inhibition above about 30%, passing the limit was not always enough; inconclusive means no clear call, values can overlap the other calls; further: strong numbers were not always called active
RT RNaseH block = HIV-1 RT RNase H inhibitors, primary screen, biochemical, fluorescence; Gag-Pol polyprotein (Human immunodeficiency virus type 1 group M subtype B (isolate …; RT-RNase H RNA/DNA duplex cleavage; inhibition, % at 10 µM; 65,000 tested, 1.9% active; AID 565, 2006; in the data active means inhibition above about 50%
An asterisk follows results filed as active; ? = inconclusive; nt = no result given. An excerpt (hit frequency here may not be typical).

SMILES	RmlC RmlD mix	RT RNaseH block
O=C(Oc1ccc2c(c1)OCO2)c1ccncc1	13	-6
O=C(CSc1nccn1-c1ccc(F)cc1)Nc1ccc2c(c1)OCO2	2	-16
COc1cc2c(cc1OC)C(C(=O)Nc1ccc3c(c1)OCCO3)C1c3ccccc3CCN1C2=O (centres undefined)	-13	-5
CC(C)(CO)Nc1nc(Nc2ccccc2)nc(Nc2ccccc2)n1	11	nt
CC(=O)NC(CCS(C)(=O)=O)C(=O)Nc1c(C)cccc1C (centres undefined)	-11	1
O=C(CN1CC(=O)Oc2ccccc21)OCC(=O)c1cccc(Br)c1	-3	19
O=C(Oc1ccc2c(c1)CCC2)N1CCOCC1	8	-9
Fc1ccc(C2CC(c3ccccc3)Nc3ncnn32)cc1 (centres undefined)	9	-1
COc1ccc(CCNC(=O)Cn2c(=O)cnc3ccccc32)cc1	-14	-10
CC12CCC(C(=O)Nc3cccnc3)(CC1=O)C2(C)C (centres undefined)	8	0
CN(C)/C=C(/C(=O)c1ccc(Cl)cc1)S(=O)(=O)c1ccccc1	18	nt
O=C1NCCN1Cc1ccccc1F	-9	-14
OCCn1c(SC2CCCCC2)nc2ccccc21	-9	-13
Cc1ccccc1NC(=O)Nc1ccccc1C(=O)NCc1ccccc1	-17	nt
Nc1cccc2nc3ccccc3cc12	-4	nt
CCCCCn1c2nc3ccccc3nc2c2c(=O)n(CC(C)C)cnc21	-13	10
COc1ccc(NC(=O)CSc2nncn2C)cc1OC	11	nt
Cc1onc(-c2ccccc2)c1C(=O)Nc1ccc2c(C)cc(=O)oc2c1	18	-16
Cc1ccc(S(=O)(=O)N2CCC(=O)N(C(COCc3cccc(C)c3)C(C)C)CC2)cc1 (centres undefined)	-14	nt
CNC(=O)ON(C(=O)NC)C1N(C)C(=S)SC1(C)C (centres undefined)	9	25
O=C(NCc1nnc(SC/C=C/c2ccccc2)o1)c1ccco1	-1	-28
COC(=O)CN1C(=O)Nc2ccc(Br)cc2C1c1ccccc1Cl (centres undefined)	-9	nt
CC(=O)c1cccc(NC(=O)CSCc2ccccc2)c1	-13	nt
COC(C[C@H](O)[C@@H](C)[C@@H](O)COCc1ccccc1)OC	7	nt
CCOC(=O)C1CCN(S(=O)(=O)c2c(C)n[nH]c2C)CC1	-11	-18
COc1ccc(N2CCN(c3ccc(N)cc3C#N)CC2)cc1	15	-7
O=C(Cn1c(=O)oc2cc(S(=O)(=O)N3CCc4ccccc43)ccc21)NC1CCCC1	-7	6
Cc1ccc(-c2[nH]c3ccccc3c2C(C[N+](=O)[O-])c2ccco2)cc1 (centres undefined)	7	nt
Cc1ccc(C)c(NC(=O)CCN2CC(C)OC(C)C2)c1 (centres undefined)	-10	3
OCCCCNCc1ccc(OCc2ccc(Cl)cc2Cl)cc1	-9	nt
O=C(CC1Oc2ccccc2NC1=O)NCCCN1CCCC1=O (centres undefined)	-15	2
CCCn1nnnc1NC(=O)c1ccc(C)cc1Cl	-11	nt
Cc1ccccc1NC1=C(Cl)C(=O)OC1OC(C)C (centres undefined)	0	nt
CC(=O)n1cc([C@H]2C=C(C(N)=O)O[C@@H](OCc3ccc(CO)cc3)C2)c2ccccc21	12	nt
COc1ccc(C(=O)N/C(=C/c2cccs2)C(=O)NCCCn2ccnc2)cc1OC	-12	nt
Cc1ccc(NS(=O)(=O)c2ccc(C(=O)N3CCCN(C)CC3)cc2)cc1	15	-10
CCC1=C2CC[C@H]3C(=O)N(C)C(=O)[C@H]3[C@H]2[C@@]2(Cc3ccccc3)C(=NCC(=O)OC)OC(=O)N2C1=O	-165	nt
COc1ccc(Oc2nc3c(c(=O)n(C)c(=O)n3C)n2Cc2cccc(OC)c2)cc1	-15	2
O=C(Nc1cccc(Cl)c1)OCCN1CCN(Cc2ccccc2)CCC1=O	7	nt
CC(Oc1ccccc1Cl)C(=O)N(Cc1ccco1)C1CCS(=O)(=O)C1 (centres undefined)	114	-3
Cc1ccc(C2N(c3cc(C)on3)C(=O)C3CCCN32)cc1 (centres undefined)	2	-20
COc1ccc(NC(=O)CN2CCC(NC(=O)C3CCCCC3)CC2)cc1	-4	-9
CCN(CC)CCC(c1ccc(N(C)C)cc1)c1c(OC)cc(OC)c2c(-c3ccccc3)cc(=O)oc12 (centres undefined)	41	nt
CCOc1ccccc1NC(=O)CSc1nnc2c(CC)c(C)nc(N)n12	-2	-7
CSc1cccc(NC(=O)CN(c2cc(C)ccc2C)S(C)(=O)=O)c1	-1	-2
Cc1cccc(-n2c(Cc3cc(=O)[nH]c(=O)[nH]3)nnc2SCC(=O)NCC2CCCO2)c1 (centres undefined)	-24	-6
COC(=O)[C@H](Cc1ccccc1)NC(=O)[C@@]1(C)C[C@@H]1[C@@H](NC(=O)OCc1ccccc1)c1ccccc1	2	nt
CCS(=O)(=O)c1ccc2oc(Nc3ccccc3C)nc2c1	-4	-12
Cc1cccn2c(=O)c3cc(C#N)c(=N)n(Cc4cccnc4)c3nc12	nt	-36
COc1cc([C@H]2c3[nH]c4ccccc4c3C[C@H]3C(=O)N4[C@@H](c5cc(OC)c(OC)c(OC)c5)c5[nH]c6ccccc6c5C[C@H]4C(=O)N23)cc(OC)c1OC	-2	nt
CCc1nc(SCc2ccc(F)cc2)[nH]c(=O)c1C#N	2	nt
O=C(COC(=O)c1ccc2c(c1)OCO2)NCc1ccc(Cl)cc1	-12	10
Cc1cc(NC(=O)CCC(=O)N(Cc2ccco2)C2(C(=O)NC3CCCCC3)CCN(C)CC2)no1	0	-1
Cc1c(Cl)cccc1N(CC(=O)NC1CCCCC1)S(C)(=O)=O	52	-1
O=C(O/N=C1/CCSc2ccccc21)c1ccccc1	9	nt
Cc1cccc(CCN2CCC(C(=O)c3ccc(NS(C)(=O)=O)cc3)CC2)n1	-14	nt
COC(=O)c1ccc2nc(C)c(C)nc2c1	-9	nt
CC(=O)n1nc(-c2ccco2)nc1N	26	3
CCn1c2ccccc2c2nnc(SCC(=O)N3CC(C)OC(C)C3)nc21 (centres undefined)	?	0
O=C(CNS(=O)(=O)c1cccs1)N1CCN(c2ccccn2)CC1	15	-17
New compounds follow
SMILES	RmlC RmlD mix	RT RNaseH block
Cc1c(Cl)cccc1NC(=S)NCc1ccc(Cl)cc1	3	nt
CCCCC(=O)NN(C)c1nc(-c2ccccc2)nnc1C(F)(F)F	-29	nt
COC(=O)C1=[N+]([O-])OC(C(=O)OC)C1c1c[nH]c2ccccc12 (centres undefined)	4	-6
COc1ccc(Br)cc1S(=O)(=O)N1CCCC1	1	nt
CC(=O)c1c(C)[nH]c(C(=O)OCC(=O)Nc2cc(C)on2)c1C	3	-5
Cn1c(=O)c(-c2ccccc2N)nc2ccccc21	3	-7
O=C(c1ccccc1)N1CCN(c2ccc(Cl)cc2)CC1	-14	-14
CCOC(=O)C1=C(N)OC2=C(C(=O)CC(C)(C)C2)C1c1cccnc1 (centres undefined)	12	-3
COc1ccc(-n2nc3c(c2NC(=O)c2c(F)cccc2Cl)CS(=O)C3)cc1 (centres undefined)	-10	-7
Cc1cccc(OCCNc2nc3c(c(=O)n(C)c(=O)n3C)n2C)c1	0	-35
Cc1ccc(Cl)c(OCC(O)CN(CCO)CCO)c1 (centres undefined)	4	2
COC(=O)CCC(=O)NNC(=O)c1ccc(Cl)cc1Cl	1	nt
Cc1ccc2nc3c(cc(C(=O)NCc4ccccc4)c(=N)n3CCCn3ccnc3)c(=O)n2c1	nt	-7
Cc1ccc(CSc2nc3c(c(=O)[nH]c(=O)n3C)n2CCC(C)C)cc1	-5	6
O=C(c1ccccn1)N(Cc1ccco1)C1(C(=O)NC2CCCC2)CCCCC1	-4	nt
Cc1c(CCOC(=O)CC23CC4CC(CC(C4)C2)C3)sc[n+]1Cc1ccccc1	8	nt
CCCn1nnc(NC(=O)COc2cc(C)ccc2C(C)C)n1	1	-16
CC(Sc1nc2ccccc2n1C)C(=O)NC(c1ccccc1)c1ccccc1 (centres undefined)	-19	nt
CCOc1ccc(CNCc2cccnc2)cc1	2	nt
Cc1cc(C)cc(N(C(=O)Cc2cccs2)C(C(=O)NC2CCCC2)c2ccc(C)o2)c1 (centres undefined)	6	nt
COc1ccc([C@H]2[C@@H]3C=CCC[C@@]3(C)C(=O)N2Cc2ccccc2)cc1Cl	-5	nt
CCc1ccccc1NC(=O)CN(C)C(=O)CN1C(=O)NC2(CCCCCC2)C1=O	4	3
O=C(c1ccc(C23CC4CC(CC(C4)C2)C3)o1)N1CCOCC1	nt	1
CS(=O)(=O)N(CC(=O)N1CCN(c2cccc(Cl)c2)CC1)c1ccccc1	-14	-9
CCC(=O)N1CCN(c2ccc(Cl)cc2NC(=O)Cc2ccc(Cl)cc2)CC1	8	nt
CCOC(=O)Cc1csc(SCC(=O)Nc2cccc(Cl)c2)n1	-12	nt
O=C(O)c1cc(C2CC2)nn1-c1ccccc1	-10	nt
O=C(NCCOc1nc(N2CCCCC2)nc(N2CCOCC2)n1)Nc1ccccc1	-12	-20
O=C(NCC1CCCO1)c1onc(CSc2ccccc2F)c1C(=O)O (centres undefined)	11	nt
COc1cc(-c2nn3c(-c4ccccn4)nnc3s2)cc(OC)c1OC	-5	-11

Six structures already listed, sorted by heavy-atom count, lowest first.
SMILES	RmlC RmlD mix	RT RNaseH block
O=C(c1ccc(C23CC4CC(CC(C4)C2)C3)o1)N1CCOCC1	nt	1
O=C(NCC1CCCO1)c1onc(CSc2ccccc2F)c1C(=O)O (centres undefined)	11	nt
COc1ccc([C@H]2[C@@H]3C=CCC[C@@]3(C)C(=O)N2Cc2ccccc2)cc1Cl	-5	nt
CCC(=O)N1CCN(c2ccc(Cl)cc2NC(=O)Cc2ccc(Cl)cc2)CC1	8	nt
Cc1c(CCOC(=O)CC23CC4CC(CC(C4)C2)C3)sc[n+]1Cc1ccccc1	8	nt
O=C(NCCOc1nc(N2CCCCC2)nc(N2CCOCC2)n1)Nc1ccccc1	-12	-20

Additional compounds.
SMILES	RmlC RmlD mix	RT RNaseH block
Cn1c(=O)oc2cc(S(=O)(=O)NCc3ccncc3)ccc21	7	-5
Cc1cc(C)nc(SCC(=O)Nc2ncc3c(n2)CC(C)(C)CC3=O)n1	3	-10
CCOc1ccc(C(=O)NCC2OCCc3ccccc32)cc1 (centres undefined)	-10	nt
Oc1ccc2oc3c(c2c1/C=N/n1cnnc1)CCCC3	-6	-31
Cc1c(NC(=O)C(C)Sc2ccc3ccccc3n2)c(=O)n(-c2ccccc2)n1C (centres undefined)	-7	nt
CC(=O)C[C@H]1c2ccccc2S(=O)(=O)N1C1CCCCC1	0	nt
Cc1nn(C)c(C)c1CN(C)C(=O)C1c2ccccc2Oc2ccccc21	-24	nt
CCOC(=O)CNC(=O)c1cn(CC(C)C)c(=O)c2cc(OC)c(OC)cc12	8	2
c1cncc(-c2nc3ccccc3o2)c1	-8	-3
COc1ccc(C2CC(=O)C(C=NCCO)=C(O)C2)cc1OC (centres undefined)	-3	-4
C(=N\c1nccs1)/c1cccnc1	0	1
c1ccc2c(c1)c1c3n2CCNC3CCC1 (centres undefined)	-14	-10
N#Cc1c(N)nc(SCC(=O)C23CC4CC(CC(C4)C2)C3)c(C#N)c1-c1ccc(Cl)cc1	-2	nt
O=C(Nc1cccc(O)c1)c1ccc(Br)c(S(=O)(=O)N2CCCCC2)c1	29	-1
CC(=O)c1c(O)cc(C)n(Cc2ccccc2)c1=O	1	-12

Part of the list above in a different format.
mol: COc1cc2c(cc1OC)C(C(=O)Nc1ccc3c(c1)OCCO3)C1c3ccccc3CCN1C2=O (centres undefined)
  RmlC RmlD mix: -13; RT RNaseH block: -5

mol: CC(C)(CO)Nc1nc(Nc2ccccc2)nc(Nc2ccccc2)n1
  RmlC RmlD mix: 11; RT RNaseH block: nt

Other entries follow:
SMILES	RmlC RmlD mix	RT RNaseH block
Cc1cc(C)c2nc(C(F)(F)F)nc(N3CCN(C(=O)c4ccco4)CC3)c2c1	-5	5
COc1ccc(CCNC(=O)c2nnn(-c3ccccc3OC)c2N)cc1OC	-6	0
O=C(NCCc1ccc(Cl)cc1)C1CCN(c2cnccn2)CC1	-8	-1
Cc1nc2c(-c3ccc(F)cc3)c(C)nn2c(C)c1CCC(=O)N1CCN(c2ccccc2)CC1	4	nt
O=C(NCc1cccnc1)/C(=C/c1ccc(-c2cccc(Cl)c2)o1)S(=O)(=O)c1ccccc1	9	nt
C=C1CCN([C@@H](C)C(=O)OCc2ccc(C)cc2)S(=O)(=O)c2ccccc21	2	nt
O=C(c1ccncc1)N1CCN(C(=O)c2ccco2)CC1	-15	3
CC(C)(C)OC(=O)N1CCN(c2ccc(NC(=O)c3cc4ccccc4oc3=O)cc2)CC1	nt	-3
Cc1ccc(-n2c(N)c(C(N)=O)sc2=S)c(C)c1	nt	65*
O=C(COc1ccccc1)Nc1ccc(Cl)c(-c2nc3ncccc3o2)c1	-2	40
CCOC(=O)c1ccc(NC(=O)CC2Sc3ncnn3C2=O)cc1 (centres undefined)	-15	60*
O=C(CCCn1ncn2c(cc3occc32)c1=O)N1CCc2ccccc2C1	-15	-61
Cc1ccc(S(=O)(=O)N2CCC(=O)N(C(COCc3cccc(C)c3)Cc3ccccc3)CC2)cc1 (centres undefined)	-1	nt
O=C(NCN1CCN(CCO)CC1)c1cnccn1	1	nt
COC(=O)C1CCN(C(=O)COc2cc3sc(C)nc3c3sccc23)CC1	7	8
COc1ccc(Cl)cc1N1C(=O)CC(N2CCc3ccccc32)C1=O (centres undefined)	0	nt

At a glance, part of the list above:
SMILES	RmlC RmlD mix	RT RNaseH block
O=C(COc1ccccc1)Nc1ccc(Cl)c(-c2nc3ncccc3o2)c1	-2	40
CCOC(=O)c1ccc(NC(=O)CC2Sc3ncnn3C2=O)cc1 (centres undefined)	-15	60*
O=C(CCCn1ncn2c(cc3occc32)c1=O)N1CCc2ccccc2C1	-15	-61
Cc1ccc(S(=O)(=O)N2CCC(=O)N(C(COCc3cccc(C)c3)Cc3ccccc3)CC2)cc1 (centres undefined)	-1	nt
O=C(NCN1CCN(CCO)CC1)c1cnccn1	1	nt
COC(=O)C1CCN(C(=O)COc2cc3sc(C)nc3c3sccc23)CC1	7	8
COc1ccc(Cl)cc1N1C(=O)CC(N2CCc3ccccc32)C1=O (centres undefined)	0	nt
